# Mdm2-MdmX inh: human Mdm2/MdmX binding inhibition; O15151+Q00987; SaOS-2 split-luciferase Mdm2/MdmX complementation, luminescence; inhibition, % at 8 µM; hit rate 3% among 330,000; AID 485346;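 active = inhibition of at least 50% at 8 µM in the primary screen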
# tim23-1 inh: tim23-1 yeast growth inhibition; S. cerevisiae tim23-1 growth, BacTiter-Glo luminescence, 24 h; inhibition, % at 20 µM; hit rate 1.3% among 330,000;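 active = growth inhibition of the mutant yeast at or above 50%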;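 note: temperature-sensitive mutant grown at 25 °C; plate controls were DMSO-treated mutant yeast for no effect and medium wells lacking yeast for full effect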
# APJ agonist: APJ receptor agonism. P35414. CHO-K1 APJ PathHunter beta-arrestin, luminescence; 0% DMSO wells, 100% apelin. activation, % at 20 µM. hit rate 0.11% among 330,000;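 active = activation more than six SD over the plate average, tested at 20 µM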;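 note: 0% = DMSO alone and 100% = apelin-13 at 10 nM; some results filed as inactive read as strong as hits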
# Target sequence (P35414 whole entry, looked up): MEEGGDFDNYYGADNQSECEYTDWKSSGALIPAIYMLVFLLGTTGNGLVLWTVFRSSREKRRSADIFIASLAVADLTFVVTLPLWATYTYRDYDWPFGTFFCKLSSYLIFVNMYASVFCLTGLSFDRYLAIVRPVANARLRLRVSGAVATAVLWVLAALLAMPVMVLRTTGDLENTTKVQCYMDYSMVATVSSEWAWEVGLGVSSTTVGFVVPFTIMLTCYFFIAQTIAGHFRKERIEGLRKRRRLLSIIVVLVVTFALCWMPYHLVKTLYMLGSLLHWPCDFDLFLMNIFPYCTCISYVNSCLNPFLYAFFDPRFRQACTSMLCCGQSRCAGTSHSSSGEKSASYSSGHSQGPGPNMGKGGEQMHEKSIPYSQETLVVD
#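 Assay system: engineered CHO-K1 APJ arrestin reporter cells; Amount: 1000 CHO-K1 reporter cells seeded per well; Dosing: one dose, 20 µM compound, 1% DMSO; Times: compound stimulation 90 min at 25 °C, detection 60 min; Measured by: luminescent beta-gal fragment complementation, chemiluminescent substrate; Read-out: APJ–arrestin association signal; Controls: DMSO vs Apelin-13 10 nM.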
# CCR6 antagonist: CCR6 (human) receptor antagonism; P51684; CHO-K1 CCR6 PathHunter beta-arrestin, luminescence, CCL20-stimulated; inhibition, % at 20 µM; hit rate 0.49% among 340,000; AID 493098;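 active = compounds whose inhibition of the agonist-driven luminescence signal at 20 µM reaches about 50%, limit read from the data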;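 note: cells stimulated with CCL20 at 14 nM final; plate controls were DMSO with CCL20 for no effect and DMSO without agonist for full effect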
# EBI2 antag: EBI2 (human) antagonism; EBI2 beta-arrestin recruitment, luminescence, 7a,25-OHC stimulated; inhibition, % at 5 µM; hit rate 0.81% among 360,000; AID 651636; in the data active = inhibition above about 38%;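 note: enzyme fragment complementation signal reports receptor beta-arrestin coupling in cells; 0% = agonist plus DMSO wells and 100% = wells without agonist; some results beyond the cut were filed as inactive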
# Target sequence (P32249 whole entry, looked up, the tested form may be a part): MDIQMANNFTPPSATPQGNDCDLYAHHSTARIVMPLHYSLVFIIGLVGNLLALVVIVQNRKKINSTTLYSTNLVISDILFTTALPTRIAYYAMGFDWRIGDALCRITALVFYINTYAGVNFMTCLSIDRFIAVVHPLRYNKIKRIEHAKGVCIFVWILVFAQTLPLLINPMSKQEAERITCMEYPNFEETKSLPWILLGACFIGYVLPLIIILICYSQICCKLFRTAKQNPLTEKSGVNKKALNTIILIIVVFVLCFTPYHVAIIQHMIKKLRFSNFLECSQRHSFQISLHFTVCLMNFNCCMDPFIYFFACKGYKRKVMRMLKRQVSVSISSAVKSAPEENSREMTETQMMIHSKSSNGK
# CHOP UPR activ: activators of apoptotic arm of unfolded protein response (CHOP) | CHO-CHOP luciferase reporter, UPR activation, luminescence; percent of tunicamycin response over DMSO baseline | activation, % at 10 µM | hit rate 0.34% among 330,000 | AID 449763;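 active = at 10 µM dose, activation of 40% or more, normalized to positive control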;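 note: 100% = tunicamycin at 10 µg/mL and 0% = DMSO alone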
#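 Evaluation: % reporter activation, DMSO baseline versus tunicamycin full activation; System: CHO-CHOP luciferase reporter cell line; Input: 500 cells/well; Incubation: 6 h compound treatment, 37 °C; Measured by: Steady-Glo luciferase luminescence; Dosing: one dose, 10 µM in 0.5% DMSO; Buffer or medium: F12 medium, 10% FBS; Benchmarks: positive tunicamycin 10 µg/mL, negative DMSO alone.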
# CXCR6 block: CXCR6 (human) receptor inhibition. O00574. CHO-K1 PathHunter CXCR6 beta-arrestin, luminescence. inhibition, % at 20 µM. hit rate 0.36% among 360,000. AID 602244; in the data active = inhibition above about 34%, passing the limit was not always enough;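 note: antagonist mode with CXCL16 agonist at 10 nM final; 0% = 10 nM CXCL16 with DMSO and 100% = unstimulated wells without agonist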
# XBP1 UPR activ: adaptive UPR (XBP1) activation; CHO-XBP1 luciferase reporter, IRE1-XBP1 UPR activation, luminescence; percent of tunicamycin response, DMSO as zero; activation, % at 20 µM; hit rate 0.33% among 330,000; AID 463104;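 active = versus positive control, 20 µM dose yields 30% or more activation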;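 note: 100% = tunicamycin at 10 µg/mL and 0% = DMSO only wells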
#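 Material: IRE1-XBP1 luciferase reporter CHO line / Quantity: one thousand reporter cells per well / Buffer or medium: F12 with 10% serum / Compound: 20 µM single concentration, DMSO 1% / Times: 6 h treatment, 37 °C / Detection: Steady-Glo luciferase glow luminescence, 10 min after reagent addition / Benchmarks: tunicamycin high, DMSO low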
# APJ antagonist: antagonists of human APJ apelin receptor; CHO-K1 APJ beta-arrestin complementation, luminescence; AID 2521; hit rate 0.32% among 330,000; inhibition, % at 20 µM; P35414;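 active = inhibition above about 40% at 20 µM, limit read from the data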;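 note: cells challenged with 10 nM apelin-13 agonist together with compound; plate controls were apelin-13 plus DMSO wells for no effect and DMSO wells lacking apelin-13 for full effect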
# * hit, by the source's call.
Structure	Mdm2-MdmX inh	tim23-1 inh	APJ agonist	CCR6 antagonist	EBI2 antag	CHOP UPR activ	CXCR6 block	XBP1 UPR activ	APJ antagonist
COC(=O)c1ccc(CN2CCSC2=N)cc1	7	-7	-1	0	1	0.0	25	-3	-11
COc1ccccc1N1CCN(Cc2ccccc2F)CC1	8	-11	-2	-16	2	-0.6	0	6	6
COc1ccc(-c2nn(CCC#N)cc2C(=O)Nc2cccc([N+](=O)[O-])c2)cc1OC	7	10	-4	22	-5	-1.4	7	-2	14
COc1ccc(CCn2c(O)c(C=NCCCN(C)C)c(=O)[nH]c2=O)cc1OC	-8	15	1	-11	-11	0.0	0	0	9
Cc1ccnc(-n2c(C)cc(/C=C3\C(=O)NC(=S)N(C)C3=O)c2C)c1	3	28	1	20	-22	16	10	1	14
CC1=CC(C)C(COC(N)=O)(COC(N)=O)C(C)C1 (configuration not stated)	9	3	-1	0	-3	13	-9	0	-14
COC(=O)C1=C(c2ccc(OC(F)(F)F)cc2)C[C@@H]2CC[C@H]1N2C(=O)NCCNC(C)=O	-1	-2	-1	-5	-3	-2.5	-5	-3	5
COCCNC(=O)Cn1cc(/C=C2\C(=O)NC(=O)N(c3cccc(C)c3C)C2=O)c2ccccc21	-18	12	0	12	9	-0.9	9	-2	0
c1cncc(CNCCc2ccc3c(c2)OCO3)c1	3	3	2	-4	4	-1.2	-20	-4	-16
COc1ccc(-c2nc3ccccc3c(=O)n2-c2cccnc2)cc1	6	17	-4	5	0	-0.6	9	-1	13
O=P(OCC(F)(F)C(F)F)(N1CCCCC1)N1CCCCC1	10	6	-6	-8	-2	-0.7	8	-2	-1
Cc1ccsc1C(=O)C1CCCN(Cc2cc(C(C)C)n[nH]2)C1 (configuration not stated)	-3	8	-5	4	-2	-2.6	-1	-2	9
Cc1ccc(-n2c(O)c(/C=N/NC(=O)c3ccncc3)c(=O)[nH]c2=O)cc1C	-11	0	1	8	-6	-0.6	1	-2	-6
S=C1CN=C(c2ccccc2)c2cc(Cl)ccc2N1	-53	24	3	10	-3	0.1	8	-1	-1
COc1ccc(-n2c(O)c(C(C)=NCCN3CCNCC3)c(=O)[nH]c2=O)cc1	15	-10	-4	-6	-6	-2.4	4	-1	-7
Nc1ccc(N2CCN(Cc3ccccc3Cl)CC2)c(Cl)c1	-24	26	-2	-2	10	1.9	-8	-1	2
Cc1ccc2c(c1N)C(=O)c1ccccc1C2=O	-63	27	0	17	5	4.6	18	8	9
O=c1[nH]c(=O)n(Cc2ccc(F)cc2)c(O)c1C=Nc1ccc(Cl)cc1	6	6	0	8	13	-0.4	-6	1	6
CN(C)[C@@H]1C(=O)C(C(N)=O)=C(O)[C@@]2(O)C(=O)C3=C(O)c4c(O)cccc4[C@@](C)(O)C3C[C@@H]12 (some centres not stated)	-7	-1	0	-1	-11	0.2	-6	-8	4
CCc1nc2ccc(Br)cc2c(=O)n1-c1ccccc1C(F)(F)F	0	28	-4	-3	11	-1.3	-9	-4	-4
COc1ccc(C(=O)OC2C[C@H]3CC[C@H](C2)N3C)cc1OC (some centres not stated)	5	7	0	8	2	-1.2	-6	-6	2
CCC(=NCC1CCCO1)c1c(O)n(-c2ccccc2)c(=O)[nH]c1=O (configuration not stated)	16	-9	-3	-16	0	-2.0	1	-4	25
O=C([O-])c1ccc(-[n+]2c(-c3ccccc3)cc(-c3ccccc3)cc2-c2ccccc2)cc1	2	4	14	-15	-7	0.1	-3	0	5
O=c1cccc2n1CC1CC2CN(Cc2cccc(Cl)c2Cl)C1 (configuration not stated)	21	31	-6	3	4	-1.9	5	0	27
Cc1ccc(S(=O)(=O)N(C)CCCC(=O)N2CCN(c3ccccn3)CC2)cc1	-2	23	-5	-3	-1	0.4	5	-2	7
COc1cccc(CNCCc2c[nH]c3ccccc23)c1OC	31	9	-4	2	0	-0.8	3	-3	5
COc1cc(CNCCc2ccc3c(c2)OCO3)ccc1O	6	-4	-4	-13	-3	0.7	3	1	-23
COc1cc2occc2c2oc(=O)ccc12	-17	5	9	6	-23	-1.2	-8	0	-37
FC(F)(F)c1ccc2c(c1)ncn2C1CCN(Cc2nnnn2C2CCCCC2)CC1	13	0	-1	14	8	2.2	2	-1	-2
COC(=O)C1=C(c2ccc(OCc3ccccc3)cc2)C[C@@H]2CC[C@H]1N2C(=O)NCc1cccc(C(F)(F)F)c1	12	24	-5	7	16	3.5	10	-2	1
O=C1NC(=S)N(c2ccc(F)cc2)C(=O)/C1=C/c1ccccc1O	-20	28	-1	7	12	2.8	2	-1	8
CSc1ccc(C(=O)C2CCCN(Cc3ccn[nH]3)C2)cc1 (configuration not stated)	7	3	1	7	-6	-0.1	1	0	-7
COc1cc2c(cc1OC)[C@@]13CCN4CC5=CCO[C@H]6CC(=O)N2[C@H]1[C@H]6[C@H]5C[C@H]43	20	11	-4	19	-3	2.5	7	-2	8
CC(C)Cn1cc(C(=O)N2CCC3(CC2)OCCO3)c2c3ccccc3n(C)c2c1=O	-3	23	-1	0	-10	-1.5	-9	-1	1
N#CCCn1cc(C(=O)O)c(-c2cccc([N+](=O)[O-])c2)n1	28	7	-2	0	-3	1.6	-4	0	-2
O=C1NC(=O)N(CCc2ccc(F)cc2)C(=O)/C1=C/c1ccco1	23	25	9	2	5	-0.8	-4	5	-5
C[N+](C)(C)CC#CCN1CCCC1=O	-29	5	-3	2	-4	-0.4	11	-5	-6
C/C(CC(c1ccccc1)c1c(O)c2ccccc2oc1=O)=N\NC(N)=S (configuration not stated)	11	8	0	-5	-10	1.2	5	-2	-11
Cc1ccccc1N1C(=O)CC(=O)N(c2ccccc2C)C1=O	-9	7	-3	-2	-6	1.7	-6	-4	-6
CCn1c(O)c(/C=N/N2CCOCC2)c(=O)n(CC)c1=S	14	13	-2	3	-5	-0.8	1	-3	14
Cc1cc2ccccc2c(=O)n1CC(=O)NCC(=O)N1CCC2(CC1)OCCO2	-15	17	-3	-3	7	-0.9	0	-3	4
CN1CC(C#N)C2(O)c3ccccc3CCC2C1 (configuration not stated)	4	4	-1	1	-9	3.3	-1	-4	-9
COC(=O)C1=CO[C@@H](C)[C@@H]2CN3CC[C@]4(C(=O)Nc5ccccc54)[C@@H]3C[C@H]12	7	19	-5	7	-13	-0.3	-1	-1	17
CC1(c2ccc(Cl)cc2Cl)OCC(Cn2cncn2)O1 (configuration not stated)	-13	5	-2	0	-10	-0.6	-2	-1	2
C=C1[C@@H](C)[C@H]2[C@H](Cc3ccccc3)NC(=O)[C@]23OC(=O)/C=C/[C@H](O)CCC[C@@H](C)C/C=C/[C@H]3[C@@H]1O	82*	5	22	-4	-39	2.9	-2	-6	11
O=C(/C=C/C=C/c1ccccc1)CC1(O)C(=O)Nc2ccccc21 (configuration not stated)	15	13	-1	8	13	1.6	5	1	-21
COc1ccc2c(c1)C13CCCC[C@@H]1C(C2)N(C)CC3 (some centres not stated)	51*	11	-5	2	-5	1.3	2	-2	6
C=CCn1c(C)c(C=C2C(=O)NC(=O)NC2=O)c2ccccc21	8	-2	3	9	-7	2.4	-3	-2	-2
COC(=O)C1=C(c2ccc(F)cc2F)C[C@@H]2CC[C@H]1N2C(=O)NCCCOC(C)C	2	13	-1	3	-6	-0.5	-5	0	7
Cc1c(C(=O)O)cccc1-n1c(C)cc(/C=C2\C(=O)NC(=O)N(c3ccc4c(c3)OCO4)C2=O)c1C	13	12	1	7	3	-1.7	2	-1	7

# Carrying on:
Structure	Mdm2-MdmX inh	tim23-1 inh	APJ agonist	CCR6 antagonist	EBI2 antag	CHOP UPR activ	CXCR6 block	XBP1 UPR activ	APJ antagonist
Cc1cc(OCC(=O)N[C@@H](Cc2ccccc2)C(=O)O)c2c3c(c(=O)oc2c1)CCCC3	15	-5	-3	-2	-1	1.6	6	-2	11
O=C(Cc1ccccc1)N1CCN(Cc2ccc([N+](=O)[O-])cc2)CC1	-1	11	-2	7	-2	-0.6	-4	2	3
COc1ccc(-n2c(O)c(/C(C)=N/N3CCCCCC3)c(=O)[nH]c2=O)cc1	-4	3	5	1	0	3.1	5	-1	3
CCC(=NCc1cccnc1)c1c(O)n(-c2ccc(Cl)cc2)c(=O)[nH]c1=O	3	15	-1	-2	-10	0.4	3	0	-8
CC(Cc1ccccc1)[n+]1cc(/N=C(\[O-])N(C)C)on1 (configuration not stated)	-7	10	2	-19	3	-0.6	-9	0	11
COC(=O)c1cc(C(O)(C(=O)OC)C(F)(F)F)c(/N=C/N(C)C)s1 (configuration not stated)	-2	6	2	-1	-3	-1.6	10	-3	-23
COc1cc2ccc(=O)oc2c2ccoc12	26	2	-1	4	-16	-1.1	-1	0	13
Cc1ccc(CN2CCCC(C(=O)c3ccc4c(c3)OCO4)C2)cc1C (configuration not stated)	12	6	-4	17	7	1.3	7	-1	-4
CCC(=NCCCO)c1c(O)n(-c2ccc(OC)cc2)c(=O)[nH]c1=O	-10	-1	-5	-8	-7	-0.6	-1	0	20
COC(=O)C1=C(c2ccc(C(C)=O)cc2)C[C@@H]2CC[C@H]1N2C	18	-7	-3	0	-1	-0.2	0	3	1
CCC(C)NC(=O)c1c(N)n(CCCOC)c2nc3ccccc3nc12 (configuration not stated)	16	53*	-3	-1	24	-0.7	-1	3	21
Cc1ccc2c(c1)C1CN(C)CCC1N2C(=O)Cn1nnc(-c2ccccc2F)n1 (configuration not stated)	28	-8	-3	9	-1	-2.6	-8	3	1
CC1=C(C(=O)O)N2C(=O)[C@@H](NC(=O)CCCC(=O)O)[C@H]2SC1	-24	12	-5	-6	0	-0.8	-2	-2	-1
COC(=O)C1=C(c2ccc3ccccc3c2)C[C@@H]2CC[C@H]1N2C(=O)NC1CC1	11	4	-6	11	-7	-0.8	-7	-1	2
CCOc1ccc(N2C(=O)NC(=O)/C(=C/c3cnc(SC)nc3)C2=O)cc1	2	6	-2	15	0	-0.7	-8	-4	14
C=CCn1c(O)c(/C(C)=N/N2CCCCC2)c(=O)[nH]c1=O	-4	24	2	-1	-10	-0.3	-4	4	4
CC(=O)OC[C@]12CCC(C)=C[C@H]1O[C@@H]1[C@H](O)[C@@H](OC(C)=O)[C@@]2(C)[C@]12CO2	100*	26	-2	7	14	-6.2	4	-6	15
Cc1nc2ncnn2c(C)c1CCC(=O)N1CCC2(CC1)OCCO2	5	3	-4	3	-8	-1.7	2	4	8

# From PubChem

# Not all compounds are listed (hit frequency here may not be typical).
